High-throughput results: PubChem BioAssay, several laboratories
CaV13 ICDI inh = Primary screen for inhibitors of IQ motif and Ca2+-dependent inactivation inhibitor domain binding in CACNA1D, Förster resonance energy transfer in living cells, …. HEK cells, CFP/YFP FRET ICDI-IQ, plate reader, 10 min; percent FRET-ratio fall versus neutral wells. hit rate 0.098% among 340,000. inhibition, % at 12.3 µM;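 active = mean replicate inhibition of at least 30% and at least 1% of replicates passing that level; inconclusive = only one of the two criteria is met; inactive = neither criterion is met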;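 also: 0% = median of the neutral control wells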
ABCB6 inh 2 = human ABCB6 transporter inhibition. Q9NP58. K562-ABCB6 porphyrin accumulation, flow cytometry, 1 h; hits give low values. fluorescence ratio to DMSO, % at 10 µM. hit rate 0.19% among 360,000. AID 602162;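 active = fluorescence ratio to DMSO below 75%, the collection mean minus 3 SD; inconclusive = too few cells collected in the well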;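 also: signal is porphyrin accumulated inside mitochondria; 100% equals median channel fluorescence of DMSO control wells; lower ratio means ABCB6 inhibition with less porphyrin fluorescence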
Target sequence (Q9NP58 whole entry, looked up): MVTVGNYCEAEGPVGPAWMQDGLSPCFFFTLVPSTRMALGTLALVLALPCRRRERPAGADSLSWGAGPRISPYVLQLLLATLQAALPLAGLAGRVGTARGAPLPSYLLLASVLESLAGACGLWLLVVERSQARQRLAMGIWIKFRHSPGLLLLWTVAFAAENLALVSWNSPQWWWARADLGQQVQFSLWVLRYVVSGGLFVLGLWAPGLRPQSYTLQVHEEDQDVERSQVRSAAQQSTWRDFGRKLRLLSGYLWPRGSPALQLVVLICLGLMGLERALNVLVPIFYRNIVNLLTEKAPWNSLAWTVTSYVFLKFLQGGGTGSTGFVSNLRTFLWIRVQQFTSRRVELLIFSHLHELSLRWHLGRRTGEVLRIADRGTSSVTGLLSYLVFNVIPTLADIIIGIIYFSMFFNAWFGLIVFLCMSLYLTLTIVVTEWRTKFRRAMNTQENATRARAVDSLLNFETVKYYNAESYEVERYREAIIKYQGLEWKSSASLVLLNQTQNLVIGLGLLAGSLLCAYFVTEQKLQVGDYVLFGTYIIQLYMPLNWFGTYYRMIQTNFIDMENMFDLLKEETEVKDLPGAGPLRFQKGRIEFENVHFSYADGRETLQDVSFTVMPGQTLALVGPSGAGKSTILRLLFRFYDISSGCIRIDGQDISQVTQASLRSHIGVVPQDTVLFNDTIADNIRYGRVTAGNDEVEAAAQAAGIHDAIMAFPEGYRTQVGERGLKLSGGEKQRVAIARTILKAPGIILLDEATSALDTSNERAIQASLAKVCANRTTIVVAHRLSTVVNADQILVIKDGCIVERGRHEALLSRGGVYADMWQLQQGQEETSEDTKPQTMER
Glyco luc inh = blocks N-linked glycosylation in D54 reporter cells; D54 ERlucT glycosylation luciferase reporter, 24 h; percent of 100 nM tunicamycin response; reporter increase, % at 12.5 µM; hit rate 0.23% among 360,000; AID 588692;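 active = mean luciferase reporter signal, scaled so untreated is 0 and the glycosylation-blocking control 100, at or above a set limit in every replicate; inconclusive = mean reaches the limit but not every replicate does; inactive = mean below the limit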;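 also: luciferase carries N-glycosylation sites so blocking glycosylation raises the light; 0% = median of neutral control wells and 100% = median of 100 nM tunicamycin wells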
PDI inh = blocks human protein disulfide isomerase activity. P07237. PDI insulin aggregation turbidity, A650, 90 min. inhibition, % at 10 µM. hit rate 0.052% among 350,000. AID 588391;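 active = mean inhibition across replicates of 30% or more, whatever share of single replicates reach that level; inconclusive = mean inhibition below 30% while every single replicate reaches 30%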;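 also: absorbance from insulin aggregation driven by PDI reduction with DTT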
m5-HT2A agonist = mouse HTR2A agonism via beta-arrestin recruitment. CHO-K1 mHTR2A beta-arrestin complementation, luminescence; percent of 30 µM serotonin response. activation, % at 7.6 µM. hit rate 0.66% among 360,000. AID 624169;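 active = activation above a run cutoff, the mean activation of all tested compounds plus 3 SD, cut at about 14% in these data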;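 also: 0% = plate median of compound wells and 100% = 30 µM serotonin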
aDG glyco up = alpha-DG glycosylation activation; Pro5-aDG cells, alpha-DG glycosylation AlphaScreen (IIH6); 0% Pro5, 100% B10-LARGE cell signal; activation, % at 10 µM; hit rate 0.22% among 360,000;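 active = activation of at least 8% versus controls, or a plate z-score of at least 8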;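 also: Pro5 are CHO cells carrying HIG-tagged alpha-DG that lacks glycosylation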
Exocytosis inh = lytic granule exocytosis inhibition; TALL-104 LAMP-1 surface exposure, flow cytometry; cells stimulated with thapsigargin and PMA; inhibition, % at 10 µM; hit rate 0.66% among 360,000; AID 651702;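 active = inhibition above about 55%, limit read from the data; inconclusive = no clear call, values can overlap the other calls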
hiPSC survival = increases survival of single human iPS cells. hiPSC single-cell survival, ATPlite luminescence; 100% = ROCK inhibitor wells, 0% = DMSO. survival enhancement, % at 20 µM. hit rate 0.044% among 360,000. AID 602274; in the data active = survival enhancement above about 18%;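 also: cells exposed to compounds for 16 hours before the ATP read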
Cardio protect = modulators protecting cardiomyocytes from myocardial damage. H9c2 cardiomyocytes, H2O2 injury protection, ATPLite, 2 h. protection from H2O2 cell death, % at 20 µM. hit rate 0.63% among 360,000;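 active = compounds giving at least 50% protection of heart cells from peroxide-induced death in the single-dose screen, raw or plate-pattern-corrected value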;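 also: 0% = DMSO wells with peroxide and 100% = DMSO wells without peroxide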
Vif imaging = HIV Vif inhibition | hit rate 0.35% among 340,000 | AID 602346 | HEK293T cells, Vif self-association by quenched fluorescence, imaging, 24 h | inhibition, % at 7.49 µM; in the data active = inhibition above about 50%, passing the limit was not always enough; inconclusive = no clear call, values can overlap the other calls; inactive = below about 31%; also: some results filed as inactive read as strong as hits
* hit, by the source's call; ? = inconclusive; . = no result given; & = joins results of further samples.

Below each SMILES: CaV13 ICDI inh	ABCB6 inh 2	Exocytosis inh	PDI inh	hiPSC survival	Glyco luc inh	Vif imaging	Cardio protect	m5-HT2A agonist	aDG glyco up
> COc1ccccc1CN1CC(C(=O)NCCN2CCNC2=O)CCC1=O (centres undefined)
 : -1	93	?	-5	-0.2	-1	16	-2	4	0.2
> Oc1ccc(C=NNC(=S)Nc2ccccc2)nc1
 : -6	100	0	0	-1.4	-14	-5	17	4	0.2
> COCc1cc(C)nc(Nc2ccc(C)c(C)c2)c1C#N
 : -6	98	2	6	-0.3	0	0	-5	1	0.2
> COc1ccc(/C(C)=N/NC(=O)c2ccccc2N)cc1
 : 6	96	1	-7	-0.5	0	-8	-4	6	-0.1
> O=C(CCSc1ccccc1)NC1CCCC1
 : -4	97	-2	-2	0.9	0	11	-2	1	0.1
> CC1(C(=O)Nc2ccc3c(c2)OCCO3)CCN1C(=O)c1ccccc1CCc1ccccc1 (centres undefined)
 : -7	103	1	11	-2.0	-4	.	0	-5	-0.3
> Cc1cc(NC(=O)CSc2nnc(C3COc4ccccc4O3)n2N)no1 (centres undefined)
 : -3	103	2	1	-0.1	1	8	7	-7	0.0
> CCOc1cc(/C=C(/C#N)c2nc3ccccc3[nH]2)ccc1OCc1ccc(C(=O)O)o1
 : -7	102	0	0	2.7	7	.	9	-2	0.0
> CC(C)Oc1ccc(S(=O)(=O)N2CCCCC2)cc1NC(=O)C1=COCCO1
 : -2	101	-10	-2	-0.3	-2	-2	-5	12	0.0
> CSCCC(NC(=O)c1ccccc1Cl)C(=O)NCC(c1cccs1)N(C)C (centres undefined)
 : -7	100	7	4	-0.1	1	-14	10	0	0.2
> Cc1ccc(S(=O)(=O)N=Nc2c(O)[nH]c3ccccc23)cc1C
 : -5	93	-3	-4	-1.6	.	.	0	4	-0.2
> COC(=O)Nc1sccc1C(=O)Nc1sccc1C(=O)OC
 : -9	99	-2	-7	-0.4	2	-1	-1	-1	0.1
> COc1ccccc1NC(=O)CN(c1ccc(C)cc1)S(=O)(=O)c1c(C)n[nH]c1C
 : -4	93	-1	1	-2.1	1	-6	7	-4	-0.2
> O=C(CNC(=O)c1ccc(Br)o1)OCC(=O)c1cccc([N+](=O)[O-])c1
 : 9	95	-1	-2	0.9	2	20	-2	-1	-0.1
> COc1ccccc1CNC(=O)C(=O)NCC(c1ccco1)N1CCOCC1 (centres undefined)
 : -2	97	2	-4	-0.2	0	-1	2	2	0.3
> COc1ccc(C(=O)Nc2nc(N)n(-c3ccccc3)n2)cc1OC
 : -5	98	-4	9	1.7	4	23	0	-3	-0.1
> NC(=O)C1CCN(c2nnnn2-c2ccccc2)CC1
 : -2	101	-3	16	-0.2	2	.	12	1	-0.1
> CCOC(=O)c1c(C)[nH]c(C(=O)COC(=O)c2oc3ccc(OC)cc3c2C)c1C
 : -5	92	0	-13	-2.7	-2	4	0	-1	0.1
> Cc1nn(-c2ccccc2)c2c1C(c1ccccc1)C(C#N)=C(N)O2 (centres undefined)
 : 0	103	-2	-2	0.2	-2	-1	-1	-2	-0.1
> Cc1ccc(/C=N/OC(=O)c2nn(C)cc2Cl)cc1
 : -1	96	-4	-11	-3.3	0	1	-12	6	0.0

Brought forward from above: two compounds, then new ones.
Below each SMILES: CaV13 ICDI inh	ABCB6 inh 2	Exocytosis inh	PDI inh	hiPSC survival	Glyco luc inh	Vif imaging	Cardio protect	m5-HT2A agonist	aDG glyco up
> Cc1nn(-c2ccccc2)c2c1C(c1ccccc1)C(C#N)=C(N)O2 (centres undefined)
 : 0	103	-2	-2	0.2	-2	-1	-1	-2	-0.1
> Cc1ccc(/C=N/OC(=O)c2nn(C)cc2Cl)cc1
 : -1	96	-4	-11	-3.3	0	1	-12	6	0.0
> Cc1cc(Nc2ccccc2)c2c([N+](=O)[O-])c(C)cc(C)c2n1
 : .	90	-2	2	0.3	2	-15	-15	-3	-0.4
> Cc1ccc(S(=O)(=O)N2CCN(C(=O)C3CCCCC3)CC2)cc1
 : -9	95	2	-4	1.6	0	-5	-5	2	-0.2
> Cc1ccc(N(C(C)C(=O)Nc2cccc(N(C)S(C)(=O)=O)c2)S(C)(=O)=O)cc1 (centres undefined)
 : -3	98	-1	14	-1.3	-3	7	6	1	-0.2
> Cc1cc(-c2ccccc2)nc(N/N=C/c2ccc([N+](=O)[O-])cc2)n1
 : -3	96	-1	3	-0.7	-3	7	53*	6	0.1
> Cc1ccc(C)c(NC(=S)N2CCN(Cc3ccccc3)CC2)c1
 : -2	105	15	-1	-2.6	1	.	-10	10	0.0
> COc1ccccc1N1CCN(C(=O)C(=O)c2cn(CC(=O)N3CCCC3)c3ccccc23)CC1
 : -6	95	-16	2	0.3	2	-9	-5	-3	0.2
> CCOC(=O)COc1nc2c(c(-c3ccco3)c1C#N)CCc1ccccc1-2
 : -5	102	12	-4	0.2	-1	-7	-9	6	-0.1
> N#Cc1cccc2cccc(S(=O)(=O)N3CCOCC3)c12
 : -4	98	-11	-2	-2.2	4	-3	0	-3	-0.2
> CCOC(=O)c1sc(C)c2c(=O)n(Cc3ccc(Cl)cc3)cnc12
 : -1	94	-3	-2	1.1	1	0	-8	-3	0.9
> COc1ccc(C(=O)NNC(=S)NC(=O)c2cccs2)cc1
 : -5	96	-11	12	0.0	-3	0	20	-7	0.2
> O=C(Nc1cccc(-c2cnc3ccccc3n2)c1)c1cccc(NC(=O)c2ccco2)c1
 : -4	88	4	5	1.1	-10	13	61*	6	0.1
> Cc1cccc(NC(=O)CSCC(=O)N(C)CC(=O)Nc2cccc(F)c2)c1
 : -6	98	0	1	-0.4	2	3	-4	-4	0.0
> CCCCC(=O)Nc1ccc(C(=O)Nc2cccnc2)cc1
 : -3	87	3	-19	-1.8	-1	1	2	-4	-0.2
> NC(=O)C1CC(=O)N(c2ccc(OCc3ccc(F)cc3)cc2)C1 (centres undefined)
 : -6	99	-7	14	0.4	-1	-5	-3	-7	-0.2
> CC(/C=N/NC(=O)c1nnn(-c2nonc2N)c1C)=C\c1ccccc1
 : -6	95	-9	-7	-0.7	3	27	-3	0	-0.1
> CCC[N+](CC#Cc1ccccc1)(CCC)CC(=O)OCC
 : -10	108	-3	2	2.0	-1	11	-14	-6	-0.1
> Cc1ccc(NC(=S)N2CCC(NC(=O)c3ccccc3)CC2)cc1
 : -19	99	-4	9	0.1	-1	6	0	3	0.2
> Cn1c(CSCc2ccccc2)nnc1SCC(=O)Nc1nccs1
 : -6	95	-2	-3	1.8	2	3	-1	5	0.6
> Cc1ccccc1C(=O)N1CCN(c2ncnc3c2cnn3-c2ccccc2)CC1
 : -4	87	4	-1	-4.4	-1	2	-3	3	0.6
> Cc1cc(S(=O)(=O)NCc2ccccc2)ccc1OCC(=O)N1CCOCC1
 : -3	96	-1	2	0.8	0	7	0	0	0.0
> Cc1ccc(S(=O)(=O)N2CCN(C(=O)COC(=O)/C=C/c3ccc(C(F)(F)F)cc3)CC2)c(C)c1
 : -6	99	2	-11	-0.4	0	-2	-14	1	-0.1
> O=C(NCc1ccccc1Cl)c1ccc2nc([C@@H]3O[C@H](CO)[C@@H](O)[C@H]3O)[nH]c2c1
 : -4	109	4	-10	2.6	4	-1	2	-2	-0.2
> COc1ccc(/C=N/NC(=O)c2nnn(-c3nonc3N)c2-c2cccc(OC)c2)cc1
 : -3	104	-1	0	-0.4	3	6	-3	-4	0.0
> O=C(NCCCN1CCOCC1)c1nn2c(C(F)(F)F)cc(-c3ccco3)nc2c1Cl
 : -5	101	1	-4	0.6	2	3	0	-4	0.2
> COc1ccc2nc(C)c(C(N)=O)cc2c1
 : 0	100	-1	1	0.0	-2	-5	11	-2	0.0
> O=C(CN1CCN(Cc2ccccc2)CC1)N1CCCc2c1c(=O)oc1ccc(O)cc21
 : -5	95	-1	-8	-0.6	1	1&-8	-6	-6	0.1
> COCCCNc1nc2ccccc2nc1NS(=O)(=O)c1ccccc1
 : 4	106	-3	-3	-1.2	1	1	-3	0	-0.5
> O=C1OC2CCC1(c1ccccc1)C2 (centres undefined)
 : .	95	1	-2	0.6	1	3	-3	2	-0.2
> COc1ccc(NC(=O)N[C@H]2C=C[C@@H](CC(=O)NC3CCC3)O[C@@H]2CO)cc1
 : -5	.	-1	.	.	.	.	.	1	-0.3
> COc1ccc(NC(=O)Nc2ccccc2SC)cc1OC
 : -6	96	-3	4	-1.2	2	-2	-6	2	0.0
> CCCS(=O)(=O)Nc1c(C(=O)OC)[nH]c2ccccc12
 : -9	89	0	0	2.4	0	-6	1	5	-0.1
> CN(C)S(=O)(=O)c1ccc(Nc2ccc(-c3ccc4c(c3)OCCO4)nn2)cc1
 : -10	92	0	-4	-1.1	-6	-4	-4	-2	-0.4
> CCn1cc(C(=O)NC2CCCc3c2cnn3-c2cccc(C)c2C)cn1 (centres undefined)
 : .	65*	3	1	-0.1	-12	-14	-16	0	5.2
> CC1(C)CC(=O)c2sc(NC(=O)CN3CCCCC3)nc2C1
 : .	104	-2	2	4.0	2	1	0	1	0.0

Entries from the list above containing an aryl methoxy group, in the order listed:
Below each SMILES: CaV13 ICDI inh	ABCB6 inh 2	Exocytosis inh	PDI inh	hiPSC survival	Glyco luc inh	Vif imaging	Cardio protect	m5-HT2A agonist	aDG glyco up
> COc1ccccc1CN1CC(C(=O)NCCN2CCNC2=O)CCC1=O (centres undefined)
 : -1	93	?	-5	-0.2	-1	16	-2	4	0.2
> COc1ccc(/C(C)=N/NC(=O)c2ccccc2N)cc1
 : 6	96	1	-7	-0.5	0	-8	-4	6	-0.1
> COc1ccccc1NC(=O)CN(c1ccc(C)cc1)S(=O)(=O)c1c(C)n[nH]c1C
 : -4	93	-1	1	-2.1	1	-6	7	-4	-0.2
> COc1ccccc1CNC(=O)C(=O)NCC(c1ccco1)N1CCOCC1 (centres undefined)
 : -2	97	2	-4	-0.2	0	-1	2	2	0.3
> COc1ccc(C(=O)Nc2nc(N)n(-c3ccccc3)n2)cc1OC
 : -5	98	-4	9	1.7	4	23	0	-3	-0.1
> CCOC(=O)c1c(C)[nH]c(C(=O)COC(=O)c2oc3ccc(OC)cc3c2C)c1C
 : -5	92	0	-13	-2.7	-2	4	0	-1	0.1
> COc1ccccc1N1CCN(C(=O)C(=O)c2cn(CC(=O)N3CCCC3)c3ccccc23)CC1
 : -6	95	-16	2	0.3	2	-9	-5	-3	0.2
> COc1ccc(C(=O)NNC(=S)NC(=O)c2cccs2)cc1
 : -5	96	-11	12	0.0	-3	0	20	-7	0.2
> COc1ccc(/C=N/NC(=O)c2nnn(-c3nonc3N)c2-c2cccc(OC)c2)cc1
 : -3	104	-1	0	-0.4	3	6	-3	-4	0.0
> COc1ccc2nc(C)c(C(N)=O)cc2c1
 : 0	100	-1	1	0.0	-2	-5	11	-2	0.0
> COc1ccc(NC(=O)N[C@H]2C=C[C@@H](CC(=O)NC3CCC3)O[C@@H]2CO)cc1
 : -5	.	-1	.	.	.	.	.	1	-0.3
> COc1ccc(NC(=O)Nc2ccccc2SC)cc1OC
 : -6	96	-3	4	-1.2	2	-2	-6	2	0.0
